Myeloid diff MLP = induction of myeloid progenitor differentiation, primary screen, cell-based, flow cytometry, MLPCN library. ER-HoxA9 myeloid progenitors, lysozyme-GFP differentiation. calls only at 10 µM. actives 1% (n = 360,000). AID 624256, 2012;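 active means normalized GFP-positive differentiation at or above the plate's own cutoff, the solvent-only control mean plus 3 SD; inconclusive means no clear call, values can overlap the other calls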;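 further: cells exposed to compound for four days before flow analysis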
T cell modulator = modulators of CD8 T cell-vesicle binding, primary screen, mouse 2C CD8+ T cells, flow cytometry; 2C CD8+ T cell-vesicle binding; stronger effect = lower value; calls only at 7 µM; actives 0.068% (n = 330,000);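 active means response, share of CD8 T cells binding vesicles, and their 90th percentile fluorescence all below set limits, cut at about 80% in these data, passing the limit was not always enough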
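Also added: QL9-peptide-loaded Drosophila micro-vesicles bearing Ld, ICAM-1 and B7-1; Test system: purified 2C TCR transgenic mouse naive CD8+ T cells; Measured by: cytometric PE anti-B7-1 and Alexa647 anti-CD8 signals after 1% paraformaldehyde fixation; Timing: binding step 1.5 h, 37 °C, antibody labelling 20 min, ice.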
Lipid droplet = inhibitors of hepatocyte lipid droplet formation, primary screen, imaging, high-throughput imaging, BODIPY stain | AML12 mouse hepatocytes, oleate lipid droplets | inhibition, % at 6.5 µM | actives 0.4% (n = 240,000);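 active means lipid droplet intensity inhibited by at least 50%, with more than 500 cells counted; inconclusive means wells with under 300 cells, treated as cytotoxic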
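Assay system: AML12 mouse liver cells | Compound: 6.5 µM single-point dosing | Schedule: Overnight exposure | Technique: Fluorescence imaging, 20x objective, two fields per well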
Lipid droplet cells 6.5 µM = also measured in Lipid droplet; calls as there; cell count; measured here: cell count, cytotoxicity flag;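 cells counted across two imaged fields per well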
T cell modulator vesicle-bound % = also measured in T cell modulator; calls as there; double positive events, %; measured here: CD8+ vesicle-bound cell fraction;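 binding gate set so that unloaded-vesicle control wells show 10% double positive cells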
Myeloid diff MLP GFP+ MAC1+ % = also measured in Myeloid diff MLP; calls as there; GFP+ MAC1+ double positive, %; measured here: differentiation confirmed by MAC1 staining
* = called active by the depositor; i = inactive; ? = inconclusive; . = not tested or not shown. Some of the compounds tested; rates above refer to the full screens.

Start of the data: the first six records, ahead of the listing:
Second line of a record – Myeloid diff MLP GFP+ MAC1+ %, Lipid droplet, T cell modulator vesicle-bound %, T cell modulator, Lipid droplet cells 6.5 µM, Myeloid diff MLP
> O=c1[nH]c(O)c(/C=C2\C=Nc3ccc(Br)cc32)[nH]1
→ 0.4, -1, 57, i, 807, i
> Cc1cc2c(cc1S(=O)(=O)CCC(=O)Nc1cccc(C(F)(F)F)c1)OCC(=O)N2
→ 0.2, -6, 19, i, 705, i
> CNC(=O)COc1ccc(Nc2nnc(-c3ccc(C)c(S(N)(=O)=O)c3)c3ccccc23)cc1
→ 1.1, 10, 22, i, 856, i
> CSCCCN1CCC(n2nccc2NC(=O)CCCc2ccccc2)CC1
→ 0.7, 1, 30, i, 783, i
> COc1ccc(CCN2CCCC(CN(C)Cc3cc(OC)c(OC)c(OC)c3)C2)cc1 (centres undefined)
→ 0.4, 12, 54, i, 767, i
> CC(C)n1ncc(N2CCOCC2)c(Cl)c1=O
→ 0.5, -9, 19, i, 804, i

The whole of this part, from the start:
Second line of a record – Myeloid diff MLP GFP+ MAC1+ %, Lipid droplet, T cell modulator vesicle-bound %, T cell modulator, Lipid droplet cells 6.5 µM, Myeloid diff MLP
> O=c1[nH]c(O)c(/C=C2\C=Nc3ccc(Br)cc32)[nH]1
→ 0.4, -1, 57, i, 807, i
> Cc1cc2c(cc1S(=O)(=O)CCC(=O)Nc1cccc(C(F)(F)F)c1)OCC(=O)N2
→ 0.2, -6, 19, i, 705, i
> CNC(=O)COc1ccc(Nc2nnc(-c3ccc(C)c(S(N)(=O)=O)c3)c3ccccc23)cc1
→ 1.1, 10, 22, i, 856, i
> CSCCCN1CCC(n2nccc2NC(=O)CCCc2ccccc2)CC1
→ 0.7, 1, 30, i, 783, i
> COc1ccc(CCN2CCCC(CN(C)Cc3cc(OC)c(OC)c(OC)c3)C2)cc1 (centres undefined)
→ 0.4, 12, 54, i, 767, i
> CC(C)n1ncc(N2CCOCC2)c(Cl)c1=O
→ 0.5, -9, 19, i, 804, i
> CCCn1c(C(C)Nc2nc(-c3cccc(Br)c3)cs2)nc2ccccc21 (centres undefined)
→ 0.7, -2, 30, i, 802, i
> COc1ccc(CC(=O)Oc2ccc(C)cc2C)cc1
→ 0.2, 1, 51, i, 810, i
> Cc1ccc(NC(=O)NCc2cccnc2)cc1
→ 2.4, ?, 59, i, ., i
> Cc1cc(OCC(=O)NCCc2ccc(Cl)cc2)c2c(C)cc(=O)oc2c1
→ ., -7, 12, i, 766, ?
> COc1ccc(N(CC(=O)NCc2ccc(C)cc2)S(=O)(=O)c2c(C)[nH]c(=O)[nH]c2=O)cc1
→ 5.8, 2, 5, i, 784, i
> Cc1cc(C)c2oc(C(=O)N(Cc3ccc(F)cc3)C3CCS(=O)(=O)C3)cc(=O)c2c1 (centres undefined)
→ 2.7, 0, 23, i, 700, i
> COc1ccc(CCNC(=O)c2nn(C)c3c2CS(=O)(=O)c2ccccc2-3)cc1OC
→ 4.0, 2, 17, i, 734, i
> COc1ccc(C(C(=O)NCc2ccc(F)cc2)N(C(=O)c2csnn2)C2CC2)cc1 (centres undefined)
→ 0.5, -6, 24, i, 779, i
> COc1c(Cl)cc(Cl)cc1C(=O)Nc1ccc(CN2CCOCC2)cc1
→ 1.6, -10, 54, i, 803, i
> CC(=O)Nc1ccc(NC(=O)[C@H](C)NC(=O)c2ccco2)cc1
→ 0.4, 4, 30, i, 781, i
> CNS(=O)(=O)c1cc(NC(=O)c2cccc3cccnc23)ccc1C
→ 0.1, 30, 25, i, 834, i
> O=S1(=O)CCO[C@H]2Cc3ccccc3[C@H]2N1Cc1ccc(F)cc1
→ 1.2, -2, 14, i, 757, i
> COc1ccc(N(CC(=O)NC(C)(C)C)C(=O)CCC(=O)Nc2nccs2)c(OC)c1
→ 0.7, 0, 52, i, 727, i
> COCCC(=O)N1CCC(Oc2ccc(C(=O)NCCSC)cc2)CC1
→ 0.5, -1, 54, i, 800, i
> COc1ccc(C(=O)CC(=O)c2ccccc2O)cc1
→ 0.5, 10, 58, i, 798, i
> CCC(Cc1ccccc1)NC(=O)C1CCN(c2nn3c(=O)cc(C)nc3s2)CC1 (centres undefined)
→ 1.1, -2, 23, i, 723, i
> COc1ccc(Cl)cc1S(=O)(=O)N1CCC(C(=O)NC2CCCC2)CC1
→ 2.1, -3, 61, i, 811, i
> CCOc1ccc(S(=O)(=O)N2CCCC(C(=O)NCc3ccccn3)C2)cc1 (centres undefined)
→ 0.4, -11, 16, i, 811, i
> NC(=O)C1CCN(c2oc(/C=C/c3ccccc3)nc2S(=O)(=O)c2ccccc2)CC1
→ ., 9, 45, i, 765, ?
> O=C(COc1ccc2ccccc2c1)NNC(=O)C(=O)Nc1ccccc1
→ 0.4, -9, 30, i, 792, i
> COc1ccc(/C=N\NC(=O)c2ccc(F)cc2)cc1COc1ccccc1C(N)=O
→ 0.6, 1, 62, i, 669, i
> O=C(Nc1ccccc1C(=O)O)c1cc(S(=O)(=O)Nc2ccccc2)ccc1Cl
→ 0.7, 5, 64, i, 773, i
> C/C(=N\NC(=O)c1nnn(-c2nonc2N)c1-c1ccc2c(c1)OCO2)c1ccccc1
→ 1.5, 6, 16, i, 730, i
> CCOc1ccc(NC(=O)CCN2CCN(C)CC2)cc1
→ 0.5, 8, 22, i, 844, i
> COc1ccc(S(N)(=O)=O)cc1C(=O)NC1CCCc2ccccc21 (centres undefined)
→ 1.1, -18, 37, i, 814, i
> O=C(CCN1C(=O)/C(=C/c2ccccc2Cl)SC1=S)NNC(=O)c1ccccc1O
→ 1.3, -3, 38, i, 766, i
> COc1ccc(OC)c(N(CC(=O)NCC2CCCO2)S(=O)(=O)c2ccccc2)c1 (centres undefined)
→ 0.5, -13, 21, i, 797, i
> COc1ccc(N(CC(=O)Nc2cc(C)ccc2C)S(=O)(=O)c2c(C)noc2C)cc1
→ 4.6, 1, 22, i, 679, i
> O=C(NCc1cccc(C(F)(F)F)c1)C1CCC(=O)N(C2CCCCCC2)C1 (centres undefined)
→ 1.3, -3, 49, i, 712, i
> COC(=O)c1cccc(C(=O)N2CCCC(C(=O)c3cccc(OC(C)C)c3)C2)c1 (centres undefined)
→ 6.0, 2, 54, i, 747, i
> CC(NS(=O)(=O)c1ccc(OCC(=O)NCc2ccncc2)cc1)c1ccccc1 (centres undefined)
→ 0.3, -5, 26, i, 771, i
> CC(C)OP(=O)(c1ccc(N(C)C)cc1)C(O)c1ccc(C(C)C)cc1 (centres undefined)
→ 0.4, 1, 54, i, 638, i
> O=C(O)C1CCC(CNS(=O)(=O)c2ccc(Br)cc2)CC1 (centres undefined)
→ 0.5, 4, 31, i, 677, i
> O=C(COc1ccccc1[N+](=O)[O-])N1CCCc2ccccc21
→ 0.7, -12, 20, i, 825, i
> O=C(CSc1nc(-c2ccccc2)cc(=O)[nH]1)Nc1ccc(Br)cc1
→ 0.6, 10, 16, i, 843, i
> COc1cc(/C=C2\C(=N)N3N=CSC3=NC2=O)ccc1OS(=O)(=O)c1ccccc1[N+](=O)[O-]
→ 1.3, 5, 66, i, 820, i
> CNC(=S)Nc1cc2oc3ccccc3c2cc1OC
→ 0.4, 11, 67, i, 889, i
> COc1ccc(-n2nc(C(=O)NCC(=O)NCCN(C)C)c3ccccc3c2=O)c(OC)c1
→ 0.9, 2, 28, i, 825, i
> CCc1ccc(-c2nc(CS(=O)CC(=O)NCCc3ccccc3)c(C)o2)cc1 (centres undefined)
→ 1.0, -18, 12, i, 673, i
> Cc1ccccc1CC(=O)Nc1ccon1
→ 0.3, 15, 60, i, 798, i
> Cc1cc(C(=O)N2CCCC(Nc3ccc(C(C)C)cc3)C2)nn1C (centres undefined)
→ 0.5, -1, 16, i, 878, i
> O=C(NC1CCCCCC1)c1ccc(CS(=O)(=O)Cc2ccc(F)cc2)o1
→ 0.8, 14, 12, i, 759, i
> CCOC(=O)C1=C(C)N(CCCCCC(=O)O)C(=O)NC1c1ccc(Cl)cc1 (centres undefined)
→ 2.3, 6, 7, i, 811, i
> CCOC(=O)N1CCN(Cc2ccc3ccccc3c2)CC1
→ 0.4, -1, 42, i, 842, i
> CC(C)(C)c1ccc(C(=O)O/N=C(\N)c2ccccn2)cc1
→ 0.8, 3, 17, i, 839, i
> Cc1ccc(CNC(=O)[C@H](Cc2ccccc2)NC(=O)C2CCNCC2)cc1
→ 0.0, 14, 14, i, 718, i
> COc1cc(OC)c(C(=O)OCC(=O)N2CCOCC2)cc1OC
→ 0.8, 12, 25, i, 811, i
> COc1ccc(OCc2cc(C(=O)N(C)Cc3cc(C4CC4)n[nH]3)no2)c(Cl)c1
→ 1.3, 0, 10, i, 721, i
> Cc1cc(C)c(S(=O)(=O)Nc2nccs2)c(C)c1
→ 0.4, 1, 50, i, 838, i
> O=C(N/C(=C/c1ccc(F)cc1)C(=O)N1CCCCC1)c1ccco1
→ 0.9, 8, 25, i, 822, i
> COC(=O)[C@H]1CN(C(=O)c2ccccc2)C(=O)N1
→ 1.2, 17, 38, i, 845, i
> CC1(C)CC(NS(=O)(=O)c2ccc(Cl)cc2)CC(C)(C)N1
→ 1.1, -4, 45, i, 806, i
> CCOC(=O)c1sc(NC(=O)CN2CCN(c3ccccc3)CC2)nc1C
→ 0.4, -2, 52, i, 818, i
> N#C/C(=C\c1ccc(OCc2ccc(Br)cc2)cc1)C(=O)Nc1cccc(C(=O)O)c1
→ 0.6, 4, 38, i, 735, i

Part of the list above in order of molecular weight, descending:
Second line of a record – Myeloid diff MLP GFP+ MAC1+ %, Lipid droplet, T cell modulator vesicle-bound %, T cell modulator, Lipid droplet cells 6.5 µM, Myeloid diff MLP
> O=C(CCN1C(=O)/C(=C/c2ccccc2Cl)SC1=S)NNC(=O)c1ccccc1O
→ 1.3, -3, 38, i, 766, i
> COc1ccc(-n2nc(C(=O)NCC(=O)NCCN(C)C)c3ccccc3c2=O)c(OC)c1
→ 0.9, 2, 28, i, 825, i
> COC(=O)c1cccc(C(=O)N2CCCC(C(=O)c3cccc(OC(C)C)c3)C2)c1 (centres undefined)
→ 6.0, 2, 54, i, 747, i

The results go on:
Second line of a record – Myeloid diff MLP GFP+ MAC1+ %, Lipid droplet, T cell modulator vesicle-bound %, T cell modulator, Lipid droplet cells 6.5 µM, Myeloid diff MLP
> COc1ccccc1CN1CC(C(=O)NC2CCOCC2)CCC1=O (centres undefined)
→ 1.6, 1, 12, i, 863, i
> COc1ccccc1NC(=S)NC(=O)Cc1ccc(Cl)cc1
→ 0.7, 8, 61, i, 888, i
> COc1cccc(NC(=O)CNC(=O)Cn2cnc3sc4c(c3c2=O)CCCC4)c1
→ 0.6, 10, 6, i, 813, i
> Cc1ccc(C(=O)Nc2cccc(NC(=O)c3cccnc3)c2)cc1
→ 1.3, -3, 43, i, 773, i
> COC(=O)c1cc(-c2ccc(OC)c(OC)c2)c2c(=O)[nH]c(=O)n(C)c2n1
→ 1.2, 23, 30, i, 665, i
> COc1ccc(NC(=O)C2CCCN2S(=O)(=O)c2cccc3cccnc23)cc1OC (centres undefined)
→ 1.2, -13, 37, i, 727, i
> COc1ccc(OC)c(C2=NOC(C(=O)NCc3cccnc3)C2)c1 (centres undefined)
→ 0.9, -1, 59, i, 829, i
> Clc1ccc(CN2CCCCCC2)cc1Cl
→ 0.9, 14, 41, i, 797, i
> COc1cccc(/C=N/NC(=O)c2c(-c3ccccc3)noc2C)c1OC
→ 1.2, -15, 11, i, 643, i
> Cc1ccc(C(=O)Nc2ccc(S(=O)(=O)Nc3ncccn3)cc2)cc1[N+](=O)[O-]
→ 0.1, 23, 45, i, 834, i
> Cc1ccc(OCCNC(=O)c2ccc(C)cc2)cc1
→ 0.7, 0, 13, i, 803, i
> CCc1ccc2nc(N(CCCN(C)C)C(=O)c3ccc4c(c3)OCCO4)sc2c1
→ 0.3, 0, 22, i, 802, i
> Cc1nn(S(=O)(=O)c2ccc(C(C)(C)C)cc2)c(C)c1S(=O)(=O)N1CCOCC1
→ 2.9, -1, 2, i, 731, i
> CCOc1ccccc1C(=O)N/N=C/c1coc2ccc(Cl)cc2c1=O
→ 0.7, -11, 32, i, 640, i
> Cc1cc(=O)n2nc(N3CCCC(C(=O)Nc4ccc(C)c(C)c4)C3)sc2n1 (centres undefined)
→ 2.2, -1, 20, i, 697, i
> CN(C(=O)CSC(=O)c1ccccc1)c1ccccc1
→ 1.2, -2, 16, i, 738, i
> Nc1ccc(C(=O)N2N=C(c3ccccc3)CC2(O)C(F)(F)F)cc1 (centres undefined)
→ 0.1, -6, 32, i, 794, i
